PP5 primary: blocks human protein phosphatase 5 activity; P53041; inhibition, % at 6.7 µM; purified PP5c, OMFP substrate fluorescence; hit rate 0.18% among 320,000;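 active = inhibition above the campaign's mean inhibition across all tested compounds plus 3 SD, cut at about 9.5% in these data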;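 also: 0% = DMSO only and 100% = 100 µM cantharidin control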
LYPLA2 inh: LYPLA2 (human) inhibition in PME1 counter-screen; hit rate 0.38% among 320,000; inhibition, % at 5.9 µM; AID 2177; O95372; recombinant LYPLA2, FP-Rh probe fluorescence polarization;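 active = inhibition above the screen-wide mean plus 3 SD, limit set per campaign, cut at about 26% in these data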;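 also: 0% = LYPLA2 with DMSO and 100% = wells lacking LYPLA2 enzyme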
Target sequence (O95372 whole entry, looked up): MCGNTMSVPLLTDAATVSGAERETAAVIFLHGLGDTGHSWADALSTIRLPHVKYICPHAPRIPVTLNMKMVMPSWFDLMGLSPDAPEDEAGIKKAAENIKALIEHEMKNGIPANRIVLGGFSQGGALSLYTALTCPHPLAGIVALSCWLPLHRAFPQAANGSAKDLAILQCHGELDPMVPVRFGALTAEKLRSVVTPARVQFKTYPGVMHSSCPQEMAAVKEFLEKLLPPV
CTSL1 counter: counter-screen for PFM18AAP inhibitors: inhibitors of F. hepatica cathepsin L1 | recombinant F. hepatica cathepsin L1, Z-Leu-Arg-MCA fluorescence | inhibition, % at 5.96 µM | hit rate 0.49% among 300,000 | AID 1906;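 active = inhibition above the mean of all tested compounds plus 3 SD, set per screening campaign, cut at about 17% in these data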;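 also: 0% = plate median of test compound wells and 100% = 1 µM Z-Phe-Ala-diazomethylketone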
PREPL inhibitor: human PREPL enzyme inhibition. hit rate 0.68% among 320,000. inhibition, % at 5.96 µM. AID 2751. recombinant PREPL, fluorescence polarization activity-based probe; in the data active = inhibition above about 43%;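 also: 0% = enzyme with DMSO and 100% = wells lacking enzyme; many of its hits are not listed in these tables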
Target sequence (Q4J6C6 whole entry, looked up): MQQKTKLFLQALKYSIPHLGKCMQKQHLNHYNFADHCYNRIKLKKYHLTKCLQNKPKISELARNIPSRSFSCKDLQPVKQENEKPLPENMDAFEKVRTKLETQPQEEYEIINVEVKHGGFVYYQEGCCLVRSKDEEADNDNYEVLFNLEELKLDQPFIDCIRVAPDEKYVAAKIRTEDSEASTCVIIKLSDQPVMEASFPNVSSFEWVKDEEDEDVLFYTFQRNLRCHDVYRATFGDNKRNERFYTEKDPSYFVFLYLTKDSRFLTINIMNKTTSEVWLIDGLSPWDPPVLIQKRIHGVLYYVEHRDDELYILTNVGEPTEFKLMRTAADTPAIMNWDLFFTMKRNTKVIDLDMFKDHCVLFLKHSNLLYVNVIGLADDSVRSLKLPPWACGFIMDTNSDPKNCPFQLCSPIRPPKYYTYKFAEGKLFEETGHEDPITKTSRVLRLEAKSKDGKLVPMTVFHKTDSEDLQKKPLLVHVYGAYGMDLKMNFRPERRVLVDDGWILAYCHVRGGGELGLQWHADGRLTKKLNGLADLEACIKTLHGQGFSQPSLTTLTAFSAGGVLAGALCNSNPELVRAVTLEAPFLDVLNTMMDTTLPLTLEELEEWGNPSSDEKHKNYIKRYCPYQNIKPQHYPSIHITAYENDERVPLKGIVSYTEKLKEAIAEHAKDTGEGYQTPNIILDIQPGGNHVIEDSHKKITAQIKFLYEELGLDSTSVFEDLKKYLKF
Efflux pump mplx: blocks antifungal efflux pumps in multiplex yeast assay. S. cerevisiae Candida pump triplex, Nile Red efflux. AID 485275. inhibition, % at 10 µM. hit rate 0.44% among 330,000;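 active = plate passing quality check with inhibition over a set limit, or well fluorescence over plate mean plus 4 SD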;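 also: Nile Red retained in pooled yeast measured as flow cytometry median fluorescence; 0% = buffer negative control and 100% = Enniatin B positive control; higher means more Nile Red kept so more efflux inhibition; some compounds called inactive have numbers as strong as hits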
GASC-1 inh: inhibitors of human GASC-1 (JMJD2C) demethylase | Q9H3R0 | GST-JMJD2C(1-420) H3K9me3 demethylation, DELFIA europium | inhibition, % at 2.35 µM | hit rate 0.069% among 330,000 | AID 2099;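 active = more than half of a compound's replicate wells show inhibition beyond 50%, single wells judged on their own value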;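 also: signal counts dimethyl H3K9 product captured on neutravidin plate; 0% = median of DMSO wells and 100% = 0.3 times that DMSO median; strong numbers were not always called active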
PP1 counter: PP1-alpha (human) inhibition in PP5 counter-screen. purified PP1alpha, OMFP fluorescence. inhibition, % at 6.7 µM. hit rate 0.9% among 320,000;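 active = inhibition above the mean inhibition of all tested compounds plus 3 SD, computed separately for each screening campaign, cut at about 15% in these data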
TPT1 inhibitor: blocks Candida albicans tRNA 2'-phosphotransferase | recombinant caTPT1, FP RNA substrate dephosphorylation | inhibition, % at 5 µM | hit rate 0.81% among 300,000;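 active = inhibition above the mean of all tested compounds plus 3 SD, set per screening campaign, cut at about 24% in these data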;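 also: plate controls were DMSO alone for no effect and ferristatin control at 100 nM for full effect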
core dimer inh: HCV core protein dimerization inhibition; TR-FRET GST/Flag-core106 dimerization, 1536-well; inhibition, % at 5 µM; hit rate 0.33% among 300,000; AID 1899;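 active = inhibition above the mean of all tested compounds plus 3 SD, set per screening campaign, cut at about 45% in these data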
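test system = GST/Flag-tagged HCV core106 proteins | probe or stimulus = Eu donor and XL665 acceptor anti-tag antibodies | times = compound-protein-antibody incubation 4 h at 22.5 °C | signal = TR-FRET, excitation 340 nm, emission 617 and 671 nm | measure = percent inhibition of core106 dimerization signal | controls = wells lacking GST-core106 and wells with excess unlabelled core106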
Starred values were filed as active, the others as inactive; & = joins results of further samples.

SMILES	PP5 primary	LYPLA2 inh	CTSL1 counter	PREPL inhibitor	Efflux pump mplx	GASC-1 inh	PP1 counter	TPT1 inhibitor	core dimer inh
O=C1c2ccccc2C(=O)N1CCC1=CCCCC1	-0.1	6	5	14	-0.1	-1	-1	-4	-4
O=C(CN1CCOCC1)NCC12CC3CC(CC(C3)C1)C2	0.7	5	4	-1	-0.2	-1	2	-3	-13
COC(=O)NNC(=S)Nc1cc(OC)ccc1OC	2.7	0	7	6	0.0	39	-5	-2	-8
CC(C)CC1NC(=O)N(CC(=O)Nc2ccc3c(c2)CCC3)C1=O (stereo not given)	-2.5	0	-15	4	0.1	5	2	-2	-6
CC1(C)CC2(CCCN(C(=S)Nc3ccccc3)C2)CCO1 (stereo not given)	1.4	-2	-2	-6	-0.4	22	-2	1	2
O=C(O)CCC(=O)c1ccc2c(c1)CCCC2	0.1	-2	5	13	0.1	23	-4	-2	-4
O=c1c(-c2ccc(Cl)cc2)c[nH]n1-c1ccccc1	0.9	6	-5	16	-0.1	4	3	-1	-48
COc1ccc(-c2cc3nc4n(c(=O)c3s2)CCCCC4)cc1	0.0	9	0	16	0.0	3	-2	-1	22
COc1ccc(CNC(=O)CCS(=O)(=O)c2cc3c(cc2Cl)NC(=O)CO3)cc1	1.8	-4	2	9	0.0	-6	-4	0	-9
CCN(CC)CCNC(=O)C1(O)c2cc(Br)ccc2NC(=O)N1c1cccc(OC)c1 (stereo not given)	3.1	4	-2	-8	0.1	4	0	-5	-4
CC(C)NC(=O)COC(=O)c1ccc(NS(=O)(=O)c2ccc3c(c2)OCCO3)cc1	-0.9	5	-5	4	-0.1	1	-6	-1	8
CC(C)(C)c1ccc(OCCC(=O)OCC(=O)NC2CCS(=O)(=O)C2)cc1 (stereo not given)	-0.3	3	-9	4	-0.1	-1	-3	-2	-5
CCCc1ccc(OCC(=O)NNC(=O)c2cccnc2)cc1	1.6	-4	-3	7	0.2	8	2	4	-4
O=C(Oc1ccc(Br)cc1)C1CC(=O)N(c2ccc(F)cc2)C1 (stereo not given)	0.2	0	-14	-2	0.1	-3	-7	0	3
COc1ccc(-c2cc3c(=O)n(CC(=O)N4CCCCC4)ncn3n2)cc1	-3.6	-5	-1	8	0.2	-22	4	2	-3
Cc1cc(Cl)ccc1OCC(=O)Nc1ccccc1C(=O)N1CCOCC1	0.1	-3	1	25	0.0	1	1	2	6
CC(=O)/C(N=Nc1ccc(C(=O)O)cc1)=C(\C)O	-0.5	9	3	-8	-0.1	-1	-1	1	-4
O=C(O)c1cc(-c2ccccc2)nn1CC1CC(c2cccnc2)=NO1 (stereo not given)	-0.4	-1	-1	5	-0.2	0	-4	-5	-7
Cc1cc(NC(=O)CSc2nc(-c3ccco3)cc(C(F)(F)F)n2)n(-c2ccccc2)n1	3.3	6	1	-8	-0.1	5&23	-2	-2	4
CC1CC(C)CN(CC(O)COc2ccc3c(c2)CCC3)C1 (stereo not given)	-0.1	-2	-1	12	0.4	-3	-2	0	-1
Cc1cccc(NC(=O)CSc2nnc(-c3ccccc3)n2N)c1C	0.0	4	-1	-5	-0.1	9	0	0	-1
COc1ccc(Oc2c(C)oc3c(CN(C)C)c(O)ccc3c2=O)cc1	2.5	5	0	10	-0.2	1	-2	-4	-1
COCCN(C(=O)c1ccccc1F)c1c(N)n(Cc2ccccc2)c(=O)[nH]c1=O	3.2	3	-1	10	-0.1	31	3	2	-2
COc1ccccc1-c1cc2nc(C)c(CCC(=O)NCc3ccc(F)cc3)c(C)n2n1	3.6	8	1	-20	0.1	0	-3	0	1
Cc1ccccc1C(=O)NCC(=O)OC(C)C(=O)NCc1ccco1 (stereo not given)	-2.3	2	1	5	0.0	-3	-6	-1	1
SMILES	PP5 primary	LYPLA2 inh	CTSL1 counter	PREPL inhibitor	Efflux pump mplx	GASC-1 inh	PP1 counter	TPT1 inhibitor	core dimer inh
NS(=O)(=O)c1ccc(CNC(=O)c2cc(=O)c3cc(Cl)ccc3o2)cc1	0.6	5	-4	5	-0.1	-4	5	-2	-3
COc1ccc(/C=N/NC2=NS(=O)(=O)c3ccccc32)cc1OC	-1.6	0	0	-2	0.0	3	0	2	-13
Cc1ccc(/C(N)=N/OC(=O)c2cccc(Cn3cc(C(F)(F)F)ccc3=O)c2)cc1	2.3	1	-3	-6	0.0	-5	-2	2	-1
CC(C)N1C(=O)CCC1C(=O)N1CCC(Cc2ccccc2)CC1 (stereo not given)	1.4	3	16	-3	-0.1	7	-7	-3	-15
CCCn1c(=N)n(CC(=O)C(C)(C)C)c2ccccc21	1.7	5	-2	1	-0.1	0	2	-2	0
Cc1cc(Nc2ccc([N+](=O)[O-])cc2)c2ccccc2n1	2.1	0	9	21	0.1	1	-3	1	6
O=C(c1cccc(Oc2ccccc2)c1)N1CCOCC1	2.5	11	-4	9	0.3	-20	-1	-4	-3
COc1ccc(N2CCN(Cc3nc4cc(Cl)ccc4c(=O)[nH]3)CC2)cc1	0.0	3	-3	3	0.1	33	-9	3	3
O=C(N/N=C\c1ccc([N+](=O)[O-])s1)c1cncc(Br)c1	1.4	10	3	9	-0.2	1	2	-2	-21
COc1ccc(O)c(/C=N/N=C2/C(=O)Nc3ccccc32)c1	-1.4	-4	-4	-2	-0.1	14	-3	1	-4
Cc1ccc(-n2nc3c(=O)n(C(C)C(=O)NCCC4=CCCCC4)nc(C)c3c2C)cc1 (stereo not given)	-1.8	8	7	23	0.2	-11	2	-6	-4
O=C(NCCN=C1NS(=O)(=O)c2ccccc21)c1ccc(S(=O)(=O)N2CCOCC2)cc1	0.5	2	0	-4	0.2	15	-5	-3	-6
Cc1c(C(=O)N2CCN(c3ncccn3)CC2)oc2c(Cl)cccc12	1.1	-6	-4	-5	0.0	28	0	3	6
O=S(=O)(c1ccc(NC(=S)NC2CCCC2)cc1)N1CCCC1	3.0	-3	-1	10	0.1	-9	4	2	2
CCOC(=O)c1nccnc1C(=O)Nc1ccc(C(F)(F)F)cc1	4.0	-2	1	3	-0.1	-4	2	0	2
COc1cccc(NC(=O)C(C#N)Cc2ccncc2)c1 (stereo not given)	0.9	7	-1	10	-0.1	1	-2	-2	-9
CCOc1ccc(-c2nnc(-c3ccccc3)o2)cc1	3.7	-7	-5	2	0.1	1	-2	1	-1
COC(=O)c1ccccc1NC(=O)Cn1c(-c2nonc2N)nc2ccccc21	-1.1	2	1	4	-0.2	-12	-2	0	1
C#CCOCCOCCOCCNc1nc(N2CCN(C(=O)CCCCCCCCCCNC(=O)Cn3cc(C[C@@H](C)O)nn3)CC2)nc(N2CCN(C(=O)CCCCCCCCCCNC(=O)[C@@H]([C@H](C)CC)n3cc(CCCCCN)nn3)CC2)n1	4.7	31*	0	42	0.2	13	55*	-4	-13
CC(C)[C@H](NC(=O)NCc1cccs1)C(=O)O	-0.7	0	3	-7	0.2	18	-3	-7	1
CC(C)OCCCNC1=C(Cl)C(=O)c2ccccc2C1=O	0.7	-5	8	12	0.3	-5	-5	2	-9
Cc1cc(C)cc(NC(=O)C2C3C=CC4(O3)C2C(=O)N(CCCN2CCCC2)C4C(=O)NC2CCCC(C)C2C)c1 (stereo not given)	-8.4	-4	-3	14	0.1	-2	1	0	-10
N/C(=N\OC(=O)COc1ccccc1Cl)c1ccccn1	2.3	0	-25	5	-0.1	-3	-3	-1	-3
CC(OC(=O)CN1C(=O)C2C3C=CC(C4CC34)C2C1=O)C(=O)c1ccccc1 (stereo not given)	3.1	9	-8	-6	0.1	-3	0	2	3
COc1ccc(C2C=C(c3ccc(Br)cc3)Nc3nc(NS(C)(=O)=O)nn32)cc1 (stereo not given)	-4.1	5	2	-5	-0.1	8	-5	-98	18
SMILES	PP5 primary	LYPLA2 inh	CTSL1 counter	PREPL inhibitor	Efflux pump mplx	GASC-1 inh	PP1 counter	TPT1 inhibitor	core dimer inh
COc1ccc(-c2oc3ccccc3c2C(=O)OCc2ccc([N+](=O)[O-])cc2)cc1	-1.5	0	-2	-7	-0.2	-2	-1	-1	-8
CN(Cc1cc2ccccc2[nH]c1=O)S(C)(=O)=O	-0.8	4	2	5	-0.1	-2	3	1	1
S=C(NC1CCCCC1)N1CCc2ccccc2C1	2.2	7	-2	14	0.1	0	3	-3	-7
CC1(CCc2ccccc2)NC(=O)N(CC(=O)Nc2ccc3c(c2)OCCO3)C1=O (stereo not given)	-0.2	-1	-4	8	0.0	3	3	-2	2
CCOCCCNC(=O)C(c1ccc(C)cc1)N(Cc1cccs1)C(=O)c1ccccc1O (stereo not given)	-1.2	4	2	1	0.0	-3	-5	-3	2
CCC(=O)NC(C)C(c1cccs1)N1CCN(c2ccccc2)CC1 (stereo not given)	-1.6	4	0	5	-0.1	26	-4	0	-4

Sorted by heavy-atom count (low to high): some entries from above
SMILES	PP5 primary	LYPLA2 inh	CTSL1 counter	PREPL inhibitor	Efflux pump mplx	GASC-1 inh	PP1 counter	TPT1 inhibitor	core dimer inh
CC(C)[C@H](NC(=O)NCc1cccs1)C(=O)O	-0.7	0	3	-7	0.2	18	-3	-7	1
CN(Cc1cc2ccccc2[nH]c1=O)S(C)(=O)=O	-0.8	4	2	5	-0.1	-2	3	1	1
S=C(NC1CCCCC1)N1CCc2ccccc2C1	2.2	7	-2	14	0.1	0	3	-3	-7
CCOc1ccc(-c2nnc(-c3ccccc3)o2)cc1	3.7	-7	-5	2	0.1	1	-2	1	-1
N/C(=N\OC(=O)COc1ccccc1Cl)c1ccccn1	2.3	0	-25	5	-0.1	-3	-3	-1	-3
CCC(=O)NC(C)C(c1cccs1)N1CCN(c2ccccc2)CC1 (stereo not given)	-1.6	4	0	5	-0.1	26	-4	0	-4
CC(OC(=O)CN1C(=O)C2C3C=CC(C4CC34)C2C1=O)C(=O)c1ccccc1 (stereo not given)	3.1	9	-8	-6	0.1	-3	0	2	3
COc1ccc(C2C=C(c3ccc(Br)cc3)Nc3nc(NS(C)(=O)=O)nn32)cc1 (stereo not given)	-4.1	5	2	-5	-0.1	8	-5	-98	18
CC1(CCc2ccccc2)NC(=O)N(CC(=O)Nc2ccc3c(c2)OCCO3)C1=O (stereo not given)	-0.2	-1	-4	8	0.0	3	3	-2	2
CCOCCCNC(=O)C(c1ccc(C)cc1)N(Cc1cccs1)C(=O)c1ccccc1O (stereo not given)	-1.2	4	2	1	0.0	-3	-5	-3	2
Cc1cc(C)cc(NC(=O)C2C3C=CC4(O3)C2C(=O)N(CCCN2CCCC2)C4C(=O)NC2CCCC(C)C2C)c1 (stereo not given)	-8.4	-4	-3	14	0.1	-2	1	0	-10
C#CCOCCOCCOCCNc1nc(N2CCN(C(=O)CCCCCCCCCCNC(=O)Cn3cc(C[C@@H](C)O)nn3)CC2)nc(N2CCN(C(=O)CCCCCCCCCCNC(=O)[C@@H]([C@H](C)CC)n3cc(CCCCCN)nn3)CC2)n1	4.7	31*	0	42	0.2	13	55*	-4	-13

Bioassay records: PubChem, several laboratories

Only part of the results is shown; count on the stated rates, not on these rows.
